Source: PubChem (several laboratories)
Jurkat viability – cytotoxic compounds reducing Jurkat cell viability; Jurkat E6.1 viability, ATP luminescence, 48 h; inhibition, % at 4 µM; 1.2% of 56,000 active;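 active = inhibition above the mean inhibition of all tested compounds plus 3 SD, cut at about 28% in these data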
M1 antag – antagonists of rat M1 muscarinic receptor. AID 628. CHO-M1 cells, Fluo-4 calcium, ACh EC80 antagonist mode; hits give low values. 3.4% of 64,000 active. B-score at 10 µM. P08482;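 active = calcium fluorescence response, raw or row-and-column corrected B-score, differing from the plate sample mean either way at a set confidence level, mostly lower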
S1P3 ag – agonists of human S1P3 receptor; activation, % at 4.5 µM; 0.1% of 60,000 active; S1P3 NFAT-BLA reporter cells, agonism, FRET ratio; relative to 1 µM S1P, basal subtracted; AID 373;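 active = activation above the screen-wide mean plus 3 SD, cut at about 4.5% in these data, passing the limit was not always enough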; note: some compounds called inactive have numbers as strong as hits
Target sequence (Q99500 whole entry, looked up): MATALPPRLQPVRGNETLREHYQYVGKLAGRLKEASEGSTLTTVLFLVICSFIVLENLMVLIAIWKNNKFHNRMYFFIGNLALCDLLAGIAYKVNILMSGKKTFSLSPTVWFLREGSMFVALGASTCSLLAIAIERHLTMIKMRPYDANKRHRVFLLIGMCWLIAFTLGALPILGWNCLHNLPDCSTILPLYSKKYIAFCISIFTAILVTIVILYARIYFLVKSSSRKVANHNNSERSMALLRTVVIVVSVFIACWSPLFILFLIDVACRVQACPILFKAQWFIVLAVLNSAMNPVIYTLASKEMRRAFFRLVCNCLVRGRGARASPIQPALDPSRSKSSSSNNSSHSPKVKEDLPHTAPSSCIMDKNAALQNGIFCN
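Measure – % activation relative to 1 µM S1P (100%), per plate · System – stable CHO line with human S1P3, Gα16, NFAT-BLA reporter · Timing – cells plated overnight, compound 4 h 37 °C, substrate 2 h RT · Technique – fluorescent BLA substrate, ex 405 nm, em 460/535 nm ratio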
D1 mod – allosterically modulates the human D1 dopamine receptor; P21728; HEK293 D1, CRE-luciferase, dopamine EC30 potentiation; actives deviate in either direction; B-score at 10 µM; 5.9% of 58,000 active; AID 641;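 active = luminescence count or its row- and column-corrected plate score outside the 99.7% band of the plate's sample wells, on either side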
HEK293 NFkB inh – inhibitors of the PMA/ionomycin-induced NF-kB reporter in HEK293 cells; inhibition, % at 3 µM; HEK-293 NF-kB luciferase reporter, luminescence; 0.21% of 62,000 active; AID 465;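 active = inhibition above the mean of all tested compounds plus 3 SD, cut at about 40% in these data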;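 note: 0% = stimulated DMSO wells and 100% = 10 µM reference inhibitor 5653914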
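System – HEK-293 cells with stable firefly luciferase reporter driven by four HIV NF-kB elements · Doses – one dose, 3 µM · Schedule – 1 h compound pre-incubation, 16 h PMA/ionomycin at 37 °C · Technique – luminescence from luciferase substrate reagent · Measure – percent inhibition normalized per plate to DMSO and reference-inhibitor controls · Replicates – tested once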
TNAP act DEA – activators of human TNAP at intermediate phosphate acceptor; purified TNAP, CDP-star luminescence, 100 mM DEA, 30 min; hits give high values; scale: 0 levamisole-inhibited, 1 vehicle-only enzyme; activation factor at 20 µM; 64,000 tested, under 10 active; AID 813;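 active = activation factor of at least 2 at 20 µM, relative to controls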
Target sequence (P05186 whole entry, looked up): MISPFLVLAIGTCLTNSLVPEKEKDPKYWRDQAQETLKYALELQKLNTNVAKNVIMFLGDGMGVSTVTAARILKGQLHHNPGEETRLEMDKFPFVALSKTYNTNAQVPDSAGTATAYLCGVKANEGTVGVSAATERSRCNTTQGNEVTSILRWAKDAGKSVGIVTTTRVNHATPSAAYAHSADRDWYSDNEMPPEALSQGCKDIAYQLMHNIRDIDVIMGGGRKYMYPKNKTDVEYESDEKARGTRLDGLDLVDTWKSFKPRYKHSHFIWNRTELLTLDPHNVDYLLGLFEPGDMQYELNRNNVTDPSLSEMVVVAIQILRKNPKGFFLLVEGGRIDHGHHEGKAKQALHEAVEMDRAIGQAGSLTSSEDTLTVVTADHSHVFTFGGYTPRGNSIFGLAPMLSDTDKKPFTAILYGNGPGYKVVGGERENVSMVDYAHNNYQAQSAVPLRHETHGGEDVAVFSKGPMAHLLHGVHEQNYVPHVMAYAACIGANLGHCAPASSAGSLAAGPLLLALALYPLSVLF
M1 agonist – agonists of M1 muscarinic receptor; CHO-M1 cells, Fluo-4 calcium fluorescence, agonist mode; hits give high values; 3% of 64,000 active; B-score at 10 µM;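 active = fluorescence rise, raw or as B-score row- and column-corrected plate score, outside the 99.7% band of its plate's samples, either direction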
E coli RNAP – inhibitors of Escherichia coli RNA polymerase; AID 559; P0A8V2; E. coli RNA polymerase, fluorescence transcription assay; 0.2% of 62,000 active; inhibition, %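 (tested at 10 µM)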; in the data active = inhibition above about 20%;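 note: 0% = enzyme without compound and 100% = no enzyme blank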
S1P1 ag pot – S1P1 (human) agonism or agonism potentiation; P21453; S1P1 CRE-bla cells, forskolin, beta-lactamase FRET, potentiator mode; S1P1 agonist co-added at EC20, 2 nM; 100% = saturating reference agonist, 0% = basal; activation, % at 9.5 µM; 0.57% of 56,000 active; AID 449;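 active = activation above a cutoff set at the mean activation of all tested compounds plus 3 SD, cut at about 54% in these data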;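 note: forskolin at 4 µM as EC80 and the EC20 agonist is SEW2871; 100% = SEW2871 at its EC100 plus forskolin at EC80; some compounds past the cut are filed as inactive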
* marks the source's active call; other numbers are inactive results; . = not tested or not shown.

SMILES	Jurkat viability	M1 antag	S1P3 ag	D1 mod	HEK293 NFkB inh	TNAP act DEA	M1 agonist	E coli RNAP	S1P1 ag pot
Cc1ccc2cc(C)c(SCC#N)nc2c1	0	0.81	-0.8	-0.36	32	0.9	0.55	2	21
Cc1ccc(Cl)cc1NC(=O)CC(O)(C(F)(F)F)C(F)(F)F	10	-2.5*	-2.0	-4.2*	16	0.9	11*	9	.
CCn1c(SCC(=O)Nc2ccc3c(c2)OCO3)nnc1-c1cnccn1	4	0.7	-0.4	.	4	0.9	0.39	-3	-1
Cc1ccc(-c2nc(CS(=O)(=O)CC(=O)NC3CCCCC3C)c(C)o2)cc1 (configuration not stated)	-6	-1.6	0.2	0.37	5	1	-0.11	9	-33
CCNCC(O)COCC(O)CNCC (configuration not stated)	-4	0.057	0.4	0.047	12	0.9	-0.29	-1	-8
Cc1ccc(S(=O)(=O)NCCOc2nc(N(C)C)nc(N3CCOCC3)n2)cc1	2	0.0054	-0.3	0.25	2	.	-0.12	.	-2
C=CCNc1ncnc2c1ncn2C1OC(CO)C(O)C1O (configuration not stated)	-2	0.015	1.5	-0.25	4	0.9	-0.99	3	14
CC(C)Oc1ccc(NC(N)=O)cc1	-2	0.22	-0.2	0.23	17	0.9	-1.2	2	-9
O=C(CSc1nc(-c2ccccc2Cl)ns1)NCc1ccco1	16	-0.16	-0.5	0.13	17	0.8	1.6	6	-12
Cc1cccc(N(C(=O)CCC(=O)Nc2ccccn2)C(C(=O)NC(C)C)c2ccc(O)cc2)c1 (configuration not stated)	-4	0.049	-0.1	0.25	10	1	-0.54	5	2
O=C(O)CCn1c(=O)[nH]c2ccccc2c1=O	-10	0.47	-0.9	-0.22	1	1	0.41	4	2
COc1ccccc1N1CCN(C(=O)c2c(-c3ccccc3Cl)noc2C)CC1	-1	0.65	0.1	-0.91	-2	0.8	0.36	12	-8
CCCCn1c(SCC(=O)c2ccccc2)nc2c1c(=O)[nH]c(=O)n2C	2	-0.21	-0.7	0.42	16	.	0.26	.	-11
O=c1oc2cc(O)ccc2c2oc3cc(O)ccc3c12	.	0.61	-1.9	1.2	.	0.9	0.41	-35	-22
CCNc1nc(CC)nc2c1oc1ccccc12	.	-1.3	.	.	10	0.9	-1.1	1	.
CN(C)Cc1c(C#N)c2ccccc2n1C	-4	0.57	-0.4	-1.1	4	0.9	0.5	-2	2
Cc1c(C(=O)N2CCCc3ccccc32)oc2ccc(S(=O)(=O)N3CCOCC3)cc12	-2	-2.2*	-0.5	0.11	25	0.9	0.72	0	16
COC(=O)Cc1c(C)c2ccc(OCC(C)=O)c(C)c2oc1=O	-4	-0.01	-0.9	-0.47	-12	0.9	-0.31	0	4
CC1CCN(CC(O)COc2ccc(F)cc2)CC1 (configuration not stated)	-2	-0.46	0.1	-5.6*	-4	0.9	-0.053	12	-23
Cc1ccc(N(CC(=O)NC2CCCCCC2)S(=O)(=O)c2c(C)nn(C)c2C)cc1	-6	-0.0062	0.9	.	-5	0.9	0.25	2	-19
Cc1noc(C)c1S(=O)(=O)N1CCCC(C(=O)N2CCC(C)CC2)C1 (configuration not stated)	-3	-0.18	0.3	0.15	22	1	0.22	7	4
O=C1c2ccccc2C(=O)N1n1c(=O)[nH]c2ccccc2c1=O	-2	-0.78	0.5	0.035	4	0.9	-0.43	3	3
CC(C)(C)c1ccc(S(=O)(=O)NCCc2ccncc2)cc1	10	0.016	-1.2	.	23	1	1.6	4	13
c1ccc2c(c1)[nH]c1c(N3CCOCC3)ncnc12	0	-1	0.1	-0.5	9	1	0.83	8	3
OC(COc1ccc2c(c1)OCO2)CN1CCc2ccccc2C1 (configuration not stated)	5	-1.4	-0.1	0.082	11	1	-0.25	-1	15
CCN1CCN(P2(=O)C=C(c3ccccc3)OC(c3ccccc3)=C2)CC1	-1	0.4	-0.4	-0.037	7	0.9	1.8	10	14
COc1ccc(-c2coc3c(CN4CCCCC4)c(O)c(CN4CCCCC4)c(O)c3c2=O)cc1	3	-0.4	-0.7	0.0013	27	0.9	0.43	4	-22
CC(C)=CC(=O)OCC(=O)Nc1ccccc1Cl	-5	1.2	0.1	-0.35	15	1	0.18	5	2
Cc1ccc2c(NC(=O)C3CC3)cccc2n1	-5	0.78	1.4	0.59	2	0.9	0.063	8	-6
CC(C)c1ccc(C(=O)CSc2ncn[nH]2)cc1	-8	0.12	-0.8	-0.7	10	1	0.84	8	9
CCN1CCCC1CNC(=O)c1ccc(N2CCCC2=O)cc1 (configuration not stated)	1	0.79	-0.9	-0.33	4	0.9	-0.82	1	-23
Cc1nnc(SCCn2c(N3CCC(C)CC3)nc3c2c(=O)n(C)c(=O)n3C)s1	-8	0.22	0.1	0.21	5	.	0.58	.	1
Cc1ccc(C)c(N2CCN(C(=O)c3ccc(Cn4c(=O)[nH]c5ccccc5c4=O)cc3)CC2)c1	-3	0.13	-0.6	-0.15	20	0.9	-1.9	9	0
CN1[C@@H](CC(=O)c2ccccc2)CCC[C@H]1C[C@H](O)c1ccccc1	.	-8.4*	-2.5	-2.1	.	0.9	34*	7	-13
Cc1ccc(CCNC(=O)NC(C)(C)C)cc1	6	0.0099	-0.2	-0.85	-6	1	0.36	4	.
CC(C)CCn1c(SCc2ccc(Cl)cc2)nc2c1c(=O)[nH]c(=O)n2C	0	0.0019	-0.4	14*	18	0.9	0.4	6	-39
CCOc1cc2c(cc1OCC)C(C(=O)O)C(c1cc(OC)c(OC)c(OC)c1)N(C)C2=O (configuration not stated)	-1	0.62	-0.7	-0.45	-4	1	0.47	-3	-16
Cc1ccc(C(=O)Nc2c(C(=O)NCc3ccco3)cnn2-c2ccccc2)cc1	-7	0.52	0.7	-0.5	12	0.9	-0.73	6	2
CCOc1ccc2[nH]c(=O)c(C(c3nnnn3C3CCCCC3)N3CCN(CC)CC3)cc2c1 (configuration not stated)	4	-0.13	-0.8	-0.014	11	0.9	-0.72	-10	-10
CC1(C)CC(=O)C2=C(C1)Nc1[nH]c(=S)[nH]c(=O)c1C2c1ccccc1 (configuration not stated)	-3	0.0084	-0.4	1	7	0.9	-0.026	2	-21
COc1ccccc1-c1cn[nH]c(=S)n1	0	0.061	-0.1	0.16	3	0.9	-0.23	8	-18
CC(=O)Nc1ccc(S(=O)(=O)Nc2nc3ccccc3nc2N2CCCC2)cc1	-10	0.67	0.4	1	16	0.9	0.031	1	-17
O=C(CSc1ncnc2c1cnn2Cc1ccccc1)Nc1ccc2c(c1)OCCO2	-9	-1.1	-0.1	0.02	8	0.9	-0.37	13	-9
O=C(Nc1ccon1)c1csc2ccccc12	-2	-0.99	0.2	0.046	11	1	0.3	5	-21
CSCC[C@H](NC(=O)OC(C)(C)C)C(=O)N1CCC(C(=O)N[C@H](C(=O)O)C(C)C)CC1	-6	-0.025	0.8	-0.67	3	0.9	0.0019	4	-10
CCOCCCNC(=O)CN1C(=O)CSc2cc(S(=O)(=O)N3CCCCCC3)ccc21	-8	-0.044	-0.1	-0.077	-1	0.9	2.2	-2	-7
CN1CCc2c(sc3c2c(=O)n(-c2ccccc2)c2nnc(SCc4ccc(F)cc4)n32)C1	3	0.19	-0.4	1.8	9	0.9	0.2	-1	3
O=C(c1ccc(F)cc1)c1cc2ccccc2o1	1	0.47	-1.2	2	6	0.9	-0.19	8	-9
Cc1cc(OC(=O)N2CCOCC2)cc(C)c1Cl	-2	-0.24	-1.0	0.21	13	0.9	-0.5	6	-5
CCOC(=O)c1[nH]c2ccccc2c1NC(=O)COC	-6	-0.36	-0.9	.	13	1	-0.11	10	-14
Next part:
SMILES	Jurkat viability	M1 antag	S1P3 ag	D1 mod	HEK293 NFkB inh	TNAP act DEA	M1 agonist	E coli RNAP	S1P1 ag pot
Cc1nn(-c2cccc(Cl)c2)c2c1C(c1ccncc1)C(C#N)=C(N)O2 (configuration not stated)	.	0.49	-2.7	.	.	1	0.18	6	21
O=C(NCC1CCCO1)C1CCC(N2C(=O)c3ccccc3C2=O)CC1 (configuration not stated)	-2	-1.2	-1.7	-0.14	15	0.9	-0.5	.	14
O=C(O)CCCC(=O)N1CC(=O)Nc2ccccc21	-4	0.91	-0.6	-0.2	12	0.9	1	9	20
C=CCn1c(CNC(=O)c2ccccc2C)nnc1SCC(=O)NC1CCCC1	-3	0.074	-0.5	.	7	1	-0.044	12	9
CC(=O)N1CCN(S(=O)(=O)c2cccc(C(=O)Nc3nc4ccccc4[nH]3)c2)CC1	3	0.027	-1.0	-0.22	10	1.2	1.3	.	-18
O=C(CCNS(=O)(=O)c1cccc2nonc12)N1CCN(c2cccc(Cl)c2)CC1	.	-3.1*	.	.	13	0.9	0.19	1	.
CC1CCCCC1NC(=O)COC(=O)c1ccc(S(=O)(=O)N2CCOCC2)cc1 (configuration not stated)	-1	0.6	-0.1	.	14	0.9	-0.56	0	-2
CCOc1cc(C(=O)Nc2cc(C)on2)cc(OCC)c1OCC	2	-0.3	-0.4	0.91	-3	0.9	0.18	-1	-18
COc1cccc(NC(=O)CCCn2c(=O)[nH]c3ccccc3c2=O)c1	-2	0.11	-0.3	0.55	19	0.9	-0.64	-1	1
NC(=O)c1cc(N2C(=O)C3CC=CCC3C2=O)ccc1N1CCCCC1 (configuration not stated)	-2	-0.24	-0.2	0.81	19	1	-1.6	8	.

Given with values under each structure: 2 of the compounds above
Fields – Jurkat viability | M1 antag | S1P3 ag | D1 mod | HEK293 NFkB inh | TNAP act DEA | M1 agonist | E coli RNAP | S1P1 ag pot
COc1cccc(NC(=O)CCCn2c(=O)[nH]c3ccccc3c2=O)c1
→ -2 | 0.11 | -0.3 | 0.55 | 19 | 0.9 | -0.64 | -1 | 1
NC(=O)c1cc(N2C(=O)C3CC=CCC3C2=O)ccc1N1CCCCC1 (configuration not stated)
→ -2 | -0.24 | -0.2 | 0.81 | 19 | 1 | -1.6 | 8 | .

Individual results from the results shown.
Entry for `NC(=O)c1cc(N2C(=O)C3CC=CCC3C2=O)ccc1N1CCCCC1` (configuration not stated) in Jurkat viability: -2
Entry for `CCOc1cc(C(=O)Nc2cc(C)on2)cc(OCC)c1OCC` in M1 agonist: 0.18
Entry for `O=C(O)CCCC(=O)N1CC(=O)Nc2ccccc21` in TNAP act DEA: 0.9
Entry for `O=C(NCC1CCCO1)C1CCC(N2C(=O)c3ccccc3C2=O)CC1` (configuration not stated) in M1 antag: -1.2
Entry for `C=CCn1c(CNC(=O)c2ccccc2C)nnc1SCC(=O)NC1CCCC1` in M1 antag: 0.074
Entry for `Cc1nn(-c2cccc(Cl)c2)c2c1C(c1ccncc1)C(C#N)=C(N)O2` (configuration not stated) in TNAP act DEA: 1

(listing goes on)
SMILES	Jurkat viability	M1 antag	S1P3 ag	D1 mod	HEK293 NFkB inh	TNAP act DEA	M1 agonist	E coli RNAP	S1P1 ag pot
CCCC(=O)Nc1cc2c(cc1C(=O)c1ccccc1)OCCO2	-2	-0.094	5.8	6.3*	23	1.1	0.2	6	-10
O=C(COC(=O)c1ccc(N2CCCC2=O)cc1)NCc1ccco1	-1	-0.27	-0.7	.	11	0.9	0.42	5	10
Cc1nnc(SCC2=C(C(=O)O)N3C(=O)[C@@H](NC(=O)Cn4cnnn4)[C@H]3SC2)s1	.	0.63	-1.9	0.7	.	1	-0.19	11	-6
OC(C#CCN1CCCC1)c1ccccc1 (configuration not stated)	14	-3*	-0.9	.	-2	0.9	0.051	5	-5
O=C(NCCN1CCOCC1)Nc1ccc(Cl)cc1Cl	10	-0.029	-0.4	0.25	18	0.9	0.3	7	.
CCOC(=O)c1cc2sccc2n1Cc1ccc(C#N)cc1	-2	-1.6	0.1	0.43	29	1	-0.73	2	16
